# Assay outcomes deposited in PubChem BioAssay by Broad Institute.
# TcdB GH inh = TcdB glycohydrolase inhibitors, primary screen, biochemical, single point, plate reader; Toxin B (Clostridioides difficile), P18177; TcdB glycohydrolase enzymatic assay; inhibition, % at 9.99 µM; 350,000 compounds, 0.24% hits; AID 652162, 2013; in the data active = inhibition above about 10%
# Target sequence (P18177 whole entry, looked up): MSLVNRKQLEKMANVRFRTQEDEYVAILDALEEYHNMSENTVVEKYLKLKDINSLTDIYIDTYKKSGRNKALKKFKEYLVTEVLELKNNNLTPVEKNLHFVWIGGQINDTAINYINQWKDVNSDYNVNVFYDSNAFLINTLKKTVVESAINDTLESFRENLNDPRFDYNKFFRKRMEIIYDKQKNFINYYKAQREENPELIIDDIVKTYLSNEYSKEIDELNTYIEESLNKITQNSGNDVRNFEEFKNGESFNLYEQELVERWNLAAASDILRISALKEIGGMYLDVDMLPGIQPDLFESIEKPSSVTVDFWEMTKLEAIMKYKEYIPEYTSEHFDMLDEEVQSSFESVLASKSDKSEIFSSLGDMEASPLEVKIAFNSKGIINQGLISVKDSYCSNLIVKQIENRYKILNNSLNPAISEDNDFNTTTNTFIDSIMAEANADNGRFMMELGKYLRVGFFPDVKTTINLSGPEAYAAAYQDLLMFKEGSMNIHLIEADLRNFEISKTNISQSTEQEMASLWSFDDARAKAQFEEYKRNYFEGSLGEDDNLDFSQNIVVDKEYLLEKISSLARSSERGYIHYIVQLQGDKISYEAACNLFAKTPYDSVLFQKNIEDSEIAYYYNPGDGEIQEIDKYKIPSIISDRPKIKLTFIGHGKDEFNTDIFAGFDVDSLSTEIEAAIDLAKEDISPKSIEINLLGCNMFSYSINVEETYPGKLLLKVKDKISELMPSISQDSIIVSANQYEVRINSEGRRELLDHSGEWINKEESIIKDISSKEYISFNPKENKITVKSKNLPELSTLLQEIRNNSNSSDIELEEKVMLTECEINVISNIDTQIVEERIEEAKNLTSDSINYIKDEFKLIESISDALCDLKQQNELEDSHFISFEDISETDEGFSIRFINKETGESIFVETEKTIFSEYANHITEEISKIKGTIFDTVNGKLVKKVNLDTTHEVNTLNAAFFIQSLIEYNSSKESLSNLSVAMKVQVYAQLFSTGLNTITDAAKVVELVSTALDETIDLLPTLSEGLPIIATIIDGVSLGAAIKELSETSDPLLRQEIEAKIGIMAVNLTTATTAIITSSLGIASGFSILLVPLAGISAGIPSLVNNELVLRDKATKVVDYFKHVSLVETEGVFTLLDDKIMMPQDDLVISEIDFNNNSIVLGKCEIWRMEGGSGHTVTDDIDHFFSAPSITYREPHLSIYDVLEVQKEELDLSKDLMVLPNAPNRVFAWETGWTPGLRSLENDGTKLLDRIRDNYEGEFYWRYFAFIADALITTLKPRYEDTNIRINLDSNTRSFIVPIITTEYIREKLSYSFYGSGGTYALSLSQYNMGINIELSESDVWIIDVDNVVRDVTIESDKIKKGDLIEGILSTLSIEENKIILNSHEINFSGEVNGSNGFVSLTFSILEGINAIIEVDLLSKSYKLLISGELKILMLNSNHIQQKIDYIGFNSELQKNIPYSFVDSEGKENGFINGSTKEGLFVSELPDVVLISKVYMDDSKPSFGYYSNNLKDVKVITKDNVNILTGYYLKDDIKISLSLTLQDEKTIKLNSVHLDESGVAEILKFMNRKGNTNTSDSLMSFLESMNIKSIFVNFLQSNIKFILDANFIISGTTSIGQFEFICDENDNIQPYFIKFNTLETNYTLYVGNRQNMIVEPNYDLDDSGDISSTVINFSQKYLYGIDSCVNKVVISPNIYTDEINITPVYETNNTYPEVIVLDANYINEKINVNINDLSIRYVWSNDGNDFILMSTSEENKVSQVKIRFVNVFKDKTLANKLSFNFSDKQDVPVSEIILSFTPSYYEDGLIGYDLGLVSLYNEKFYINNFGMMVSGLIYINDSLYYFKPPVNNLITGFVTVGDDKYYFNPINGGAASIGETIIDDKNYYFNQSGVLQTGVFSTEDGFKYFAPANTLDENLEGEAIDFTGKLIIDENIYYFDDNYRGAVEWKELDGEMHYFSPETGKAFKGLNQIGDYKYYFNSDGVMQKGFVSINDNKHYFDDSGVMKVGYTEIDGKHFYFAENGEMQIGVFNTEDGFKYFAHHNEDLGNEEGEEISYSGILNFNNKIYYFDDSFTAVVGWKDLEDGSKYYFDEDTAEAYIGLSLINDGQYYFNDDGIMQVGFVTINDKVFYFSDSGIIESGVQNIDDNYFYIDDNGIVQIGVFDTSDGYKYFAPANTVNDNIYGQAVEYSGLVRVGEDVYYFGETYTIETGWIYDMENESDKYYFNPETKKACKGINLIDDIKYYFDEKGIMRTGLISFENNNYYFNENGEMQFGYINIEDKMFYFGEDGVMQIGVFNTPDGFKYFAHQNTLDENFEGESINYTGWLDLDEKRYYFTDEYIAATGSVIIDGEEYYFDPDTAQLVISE
# The depositor's hits bear a star; & = joins results of further samples. Only part of the results is shown (hit frequency here may not be typical).
smiles	TcdB GH inh
CC(=O)N(C)C[C@@H]1Oc2cc(C#CC(C)C)ccc2S(=O)(=O)N([C@@H](C)CO)C[C@@H]1C	-0.6
O=C(C1CC1)N1CCCCN2[C@H](CO)[C@@H](c3ccc(C#CC4CCCC4)cc3)[C@H]2C1	-1.3
O=C(N[C@H]1C[C@@H]2O[C@H](CO)CC[C@@H]2O[C@@H]1CCc1ccc(-c2ccccc2)cc1)c1cnccn1	-0.1
C[C@H](CO)N1C[C@H](C)[C@H](CN(C)C(=O)c2ccccc2F)Oc2ncc(-c3cccnc3)cc2C1=O	-0.5
C[C@H](CO)N1C[C@H](C)[C@H](CN(C)Cc2ccccn2)Oc2cc(-c3ccccc3)ccc2S1(=O)=O	0.2
CS(=O)(=O)N1[C@H](C(=O)O)[C@@H](CO)[C@@H]2Cn3c(ccc(-c4ccc(F)cc4)c3=O)[C@@H]21	-0.8
O=C(C1CC1)N1CC2(C1)[C@H](c1ccccc1)[C@H](CO)N2Cc1ccccc1F	-0.7
C[C@H]1CN([C@@H](C)CO)C(=O)Cc2cc(NC(=O)c3ccncc3)ccc2O[C@H]1CN(C)C(=O)NC1CCCCC1	-1.4
C[C@@H]1CN([C@@H](C)CO)C(=O)c2cc(C3=CCCC3)cnc2O[C@H]1CN(C)C(=O)CN(C)C	0.5
CCCC#Cc1ccc([C@@H]2[C@H](C#N)N(C(=O)C3CCC3)[C@H]2CO)cc1	-1.2
O=C(C[C@H]1C=C[C@@H](NC(=O)Nc2ccc3c(c2)OCO3)[C@H](CO)O1)NCc1ccc2c(c1)OCO2	0.3
CCCNC(=O)N[C@H]1CC[C@@H](CC(=O)NCCc2ccccc2)O[C@H]1CO	-0.7
CC(C)NC(=O)N(C)C[C@@H]1Oc2ccc(NS(=O)(=O)c3ccc(Cl)cc3)cc2C(=O)N([C@H](C)CO)C[C@@H]1C	0.7
O=C(Nc1ccc(F)cc1)N[C@@H]1CC[C@@H](CC(=O)N2CCCCC2)O[C@@H]1CO	-0.6
COc1ccc(S(=O)(=O)N2CC[C@@H]3[C@H]2c2cc(C#Cc4ccccc4OC)ccc2N[C@@H]3CO)cc1	0.4
CC(=O)N(C)C[C@H]1Oc2cc(-c3cccc(C#N)c3)ccc2S(=O)(=O)N([C@H](C)CO)C[C@@H]1C	0.1

# Reformatted field by field: part of the list above
O=C(C[C@H]1C=C[C@@H](NC(=O)Nc2ccc3c(c2)OCO3)[C@H](CO)O1)NCc1ccc2c(c1)OCO2
  TcdB GH inh = 0.3
CCCNC(=O)N[C@H]1CC[C@@H](CC(=O)NCCc2ccccc2)O[C@H]1CO
  TcdB GH inh = -0.7
CC(C)NC(=O)N(C)C[C@@H]1Oc2ccc(NS(=O)(=O)c3ccc(Cl)cc3)cc2C(=O)N([C@H](C)CO)C[C@@H]1C
  TcdB GH inh = 0.7
O=C(Nc1ccc(F)cc1)N[C@@H]1CC[C@@H](CC(=O)N2CCCCC2)O[C@@H]1CO
  TcdB GH inh = -0.6

# (list continues)
smiles	TcdB GH inh
COc1ccc(S(=O)(=O)N(C)C[C@@H]2OCc3ccccc3-c3ccccc3C(=O)N([C@H](C)CO)C[C@H]2C)cc1	-0.6
Cc1ccc(CN2CC(=O)N3[C@H](CO)[C@@H](c4ccc(Br)cc4)[C@H]3C2)cc1	0.1
CO[C@H]1CN(C)C(=O)c2ccc(NC(C)=O)cc2OC[C@@H](C)N(C(=O)c2ccccc2)C[C@@H]1C	0.5
CO[C@@H]1CN(C)C(=O)c2cc(NC(=O)C3CCCC3)ccc2OC[C@@H](C)N(CCC(F)(F)F)C[C@H]1C	1.7
CN(C)C(=O)[C@H]1[C@H](CO)[C@H]2Cn3c(cccc3=O)[C@@H]1N2C(=O)c1ccccc1	-0.6
COc1ccc(NC(=O)N(C)C[C@H]2Oc3ccc(NC(=O)CCCCCC(=O)Nc4ccccc4N)cc3C(=O)N([C@@H](C)CO)C[C@@H]2C)cc1	1.6
CCNC(=O)C[C@H]1CC[C@@H]2[C@H](COc3ccc(NC(=O)Nc4ccc(Cl)cc4)cc3C(=O)N2C)O1	9.4
O=C(Cc1ccccc1)N1CC(=O)N2[C@@H](CO)[C@H](c3ccc(-c4cccc(F)c4)cc3)[C@@H]2C1	-3.1
C[C@@H]1CN([C@H](C)CO)C(=O)c2cccc(NC(=O)c3ccncc3)c2O[C@H]1CN(C)S(=O)(=O)c1ccccc1	-0.9
O=S(=O)(N[C@@H]1CCCN(Cc2ccc(OCCO)cc2)C1)c1ccccc1	2.1
CNC[C@H]1OCCCC[C@@H](C)Oc2ccc(NS(=O)(=O)c3ccccc3)cc2C(=O)N([C@@H](C)CO)C[C@H]1C	1.3
Cc1noc(C)c1NC(=O)N(C)C[C@@H]1OCCCC[C@@H](C)Oc2ccc(NC(=O)c3ccncc3)cc2C(=O)N([C@H](C)CO)C[C@@H]1C	0.4
C[C@@H]1CN([C@H](C)CO)C(=O)c2cccc(NS(=O)(=O)c3cccs3)c2O[C@@H]1CN(C)C(=O)NC1CCCCC1	-0.1
Cc1noc(C)c1NC(=O)N[C@H]1CC[C@@H](CC(=O)N2CCN(C)CC2)O[C@@H]1CO	-0.4
COc1cccc(-c2ccc([C@@H]3[C@H]4CN(C(=O)NC(C)C)CCCCN4[C@H]3CO)cc2)c1	0.5
CCC(=O)Nc1ccc2c(c1)C(=O)N(C)[C@@H]1CC[C@@H](CC(=O)NCCc3ccccc3)O[C@@H]1CO2	0.2
COCCNC(=O)C[C@@H]1CC[C@@H]2[C@@H](COc3ccc(NC(=O)COC)cc3C(=O)N2C)O1	-0.3
COc1cccc(-c2cnc3c(c2)C(=O)N([C@H](C)CO)C[C@H](C)[C@H](CN(C)Cc2ccccc2)O3)c1	1.0&0.1
CC(=O)N(C)C[C@@H]1Oc2cc(C#Cc3cccc(F)c3)ccc2S(=O)(=O)N([C@@H](C)CO)C[C@@H]1C	1.0
COc1cccc(C#Cc2ccc([C@H]3[C@@H](CO)N4C(=O)CN(C(=O)c5ccncc5)C[C@H]34)cc2)c1	1.0
COc1ccc(S(=O)(=O)N(C)C[C@H]2Oc3ccc(NS(=O)(=O)c4ccc(Cl)cc4)cc3C(=O)N([C@@H](C)CO)C[C@H]2C)cc1	-0.6
COc1ccc(S(=O)(=O)N(C)C[C@H]2Oc3c(NC(=O)c4ccncc4)cccc3C(=O)N([C@H](C)CO)C[C@H]2C)cc1	0.4
C[C@@H]1CN([C@@H](C)CO)C(=O)c2ccccc2-c2ccccc2CO[C@H]1CN(C)S(=O)(=O)c1cccc(F)c1	1.2
CN(C)CC(=O)N1CCCCN2[C@H](C1)[C@H](c1ccc(/C=C/c3ccccc3)cc1)[C@@H]2CO	2.0
Cc1noc(C)c1NC(=O)Nc1ccc2c(c1)C(=O)N([C@@H](C)CO)C[C@@H](C)[C@H](CN(C)S(=O)(=O)c1ccc(F)cc1)O2	-2.4
CN(C)C(=O)c1ccc(-c2ccc([C@H]3[C@@H](C#N)N(C(=O)Cc4ccccn4)[C@H]3CO)cc2)cc1	0.7
C[C@@H]1CN([C@H](C)CO)C(=O)c2cccc(NC(=O)CCCCCC(=O)Nc3ccccc3N)c2O[C@H]1CN(C)C(=O)Nc1cccc2ccccc12	0.6
CC(C)NC(=O)N(C)C[C@@H]1Oc2ccc(NC(=O)Cc3ccccc3)cc2C(=O)N([C@@H](C)CO)C[C@@H]1C	0.4
C[C@H]1CN([C@@H](C)CO)C(=O)Cc2cc(NC(=O)Nc3ccc(C(F)(F)F)cc3)ccc2O[C@@H]1CN(C)C(=O)Nc1ccc(C(F)(F)F)cc1	-9.2
C[C@@H]1CN([C@H](C)CO)C(=O)c2cccc(NS(=O)(=O)c3cccs3)c2O[C@H]1CN(C)S(=O)(=O)c1ccccc1	0.3
CN(C)C(=O)C[C@H]1C=C[C@@H](NC(=O)Nc2cccc(F)c2)[C@@H](CO)O1	-1.7
CN1C(=O)c2cc(NC(=O)C3CCOCC3)ccc2OC[C@@H]2O[C@@H](CC(=O)NC3CCCC3)CC[C@H]21	-0.7
C/C=C/c1ccc2c(c1)O[C@H](CN(C)C(=O)Nc1ccc(C(F)(F)F)cc1)[C@H](C)CN([C@@H](C)CO)S2(=O)=O	1.4
C[C@@H]1CN([C@@H](C)CO)C(=O)c2cc(-c3ccc(F)cc3)cnc2O[C@@H]1CN(C)CC1CCOCC1	-0.7
O=C(C[C@@H]1C=C[C@@H](NC(=O)C2CC2)[C@@H](CO)O1)NCCc1cscn1	-1.4
CC(C)c1cn(CC[C@H]2CC[C@H](NS(=O)(=O)Cc3ccccc3)[C@H](CO)O2)nn1	-1.4
CN(C)CCCC[C@@H]1NC(=O)[C@H]2C[C@@H](C(=O)NCc3ccc(F)cc3)[C@@H](c3ccc(O)cc3)N2C1=O	-1.0
COCC#Cc1ccc([C@@H]2[C@@H](CO)N3C(=O)CN(C(=O)c4ccncc4)C[C@@H]23)cc1	0.2
COc1ccc(S(=O)(=O)N(C)C[C@@H]2OCCCC[C@@H](C)Oc3ccc(NS(=O)(=O)c4cccs4)cc3C(=O)N([C@H](C)CO)C[C@H]2C)cc1	-1.0
O=C(N1CCOCC1)[C@]1(CCS(=O)(=O)c2ccccc2)N=C(c2ccc(OCCCO)cc2)O[C@@H]1c1ccccc1	-0.2

# Entries above that contain a Cl atom, in the order listed:
smiles	TcdB GH inh
CC(C)NC(=O)N(C)C[C@@H]1Oc2ccc(NS(=O)(=O)c3ccc(Cl)cc3)cc2C(=O)N([C@H](C)CO)C[C@@H]1C	0.7
CCNC(=O)C[C@H]1CC[C@@H]2[C@H](COc3ccc(NC(=O)Nc4ccc(Cl)cc4)cc3C(=O)N2C)O1	9.4
COc1ccc(S(=O)(=O)N(C)C[C@H]2Oc3ccc(NS(=O)(=O)c4ccc(Cl)cc4)cc3C(=O)N([C@@H](C)CO)C[C@H]2C)cc1	-0.6

# Following part.
smiles	TcdB GH inh
CN1CCN(C(=O)C2=C[C@H](C3CC3)C[C@H](OCCCCO)O2)CC1	0.7
COc1ccc(CN(C)C[C@@H]2Oc3ccc(NC(=O)Cn4cnnn4)cc3CC(=O)N([C@H](C)CO)C[C@H]2C)cc1	0.4
C[C@@H]1CN([C@H](C)CO)S(=O)(=O)c2ccc(-c3cccnc3)cc2O[C@@H]1CN(C)Cc1ccncc1	0.3
O=C(CS)NCCCCCCNC(=O)[C@@H]1C[C@@H]2C(=O)NCC(=O)N2[C@@H]1c1ccc(O)cc1	-1.5
C[C@H]1CN([C@@H](C)CO)C(=O)c2cccc(NS(=O)(=O)c3ccc(Cl)cc3)c2O[C@H]1CN(C)Cc1ccncc1	0.8
O=C(C[C@H]1C=C[C@H](NC(=O)Nc2ccc(F)cc2)[C@H](CO)O1)NCCN1CCCC1	0.3
CO[C@@H]1CN(C)C(=O)c2ccc(NC(=O)Nc3ccccc3Cl)cc2OC[C@@H](C)N(S(=O)(=O)CC(F)(F)F)C[C@H]1C	-1.7
C[C@@H]1CN([C@H](C)CO)C(=O)CCCn2cc(nn2)CO[C@@H]1CN(C)S(=O)(=O)c1ccc(Cl)cc1	0.7
O=C(C[C@H]1CC[C@@H]2[C@H](COC[C@@H](O)CN2Cc2ccccc2)O1)NCCCN1CCOCC1	-0.5
O=C(C1CCCCC1)N1CC(=O)N2[C@@H](CO)[C@H](c3ccc(Br)cc3)[C@@H]2C1	-0.2
C[C@@H]1CN([C@@H](C)CO)C(=O)c2cc(NS(=O)(=O)c3ccccc3)ccc2O[C@@H](C)CCCCO[C@@H]1CN(C)CC1CCCCC1	0.6
O=C(Nc1nccs1)[C@@H]1[C@@H](CO)[C@@H]2Cn3c(cccc3=O)[C@H]1N2C(=O)C1CCCC1	-0.3
O=C(c1cccnc1)N1CC2(C1)[C@@H](c1ccccc1)[C@@H](CO)N2C(=O)CC1CC1	0.0
Cn1cnc(S(=O)(=O)N[C@@H]2CC[C@@H](CC(=O)N3CCN(c4ccccc4)CC3)O[C@@H]2CO)c1	0.0
Cc1noc(C)c1NC(=O)N(C)C[C@@H]1Oc2ccc(NC(=O)NC(C)C)cc2CC(=O)N([C@H](C)CO)C[C@H]1C	0.0
COc1ccc2c3c([nH]c2c1)[C@H](CO)N(Cc1cccnc1)CC31CCN(C(=O)c2cccnc2)CC1	0.0
C[C@@H]1CN([C@H](C)CO)S(=O)(=O)c2ccc(C#CC3CCCC3)cc2O[C@H]1CN(C)S(C)(=O)=O	1.5
COc1ccc(NC(=O)N(C)C[C@H]2Oc3c(NC(=O)Nc4cccc5ccccc45)cccc3C(=O)N([C@@H](C)CO)C[C@H]2C)cc1	0.3
C[C@@H]1CN([C@H](C)CO)C(=O)Cc2cc(NC(=O)c3ccncc3)ccc2O[C@H]1CN(C)CC1CCCCC1	0.0
CC(C)CC#Cc1ccc([C@H]2[C@@H](CO)N3C(=O)CN(C(=O)c4cccc(F)c4)C[C@H]23)cc1	1.6
COc1ccc(S(=O)(=O)N(C)C[C@H]2Oc3ccc(NC(=O)Cn4cnnn4)cc3C(=O)N([C@@H](C)CO)C[C@H]2C)cc1	-4.5
COC(=O)[C@H]1[C@H](CO)[C@H]2Cn3c(ccc(-c4ccccc4)c3=O)[C@@H]1N2CC1CCCC1	-1.0
CC(C)NC(=O)N[C@H]1C=C[C@H](CC(=O)N2CCCCC2)O[C@@H]1CO	-0.9
COC(=O)[C@H]1[C@H](CO)[C@H]2Cn3c(ccc(-c4ccccc4F)c3=O)[C@@H]1N2Cc1ccncc1	0.7
Cc1ccc(-c2ccc3c(c2)O[C@@H](CN(C)Cc2ccccn2)[C@H](C)CN([C@H](C)CO)S3(=O)=O)cc1	2.3
CCCC#Cc1ccc([C@@H]2[C@@H](CO)N3CCCCN(S(=O)(=O)CC)C[C@H]23)cc1	-0.9
CCC(=O)N1CC(=O)N2[C@H](CO)[C@H](c3ccc(C#CC4CCCCC4)cc3)[C@@H]2C1	2.0
O=C(C[C@H]1C=C[C@H](NC(=O)CN2CCOCC2)[C@@H](CO)O1)NCCc1ccncc1	-0.5
